uPA generation – blocks generation of uPA at the cell surface | cell surface uPA generation assay, qHTS | Potency, µM (titrated, usually from 38.3 µM), for the others: at the top dose activity change, negative = inhibition, usual class: inhibitors | 0.31% of 330,000 active; active = well fitted inhibition curve with a large enough effect; inconclusive = small, poorly fitted or top-dose-only effect; inactive = no such curve, though single readings can be large or run the other way; tested in mouse RAW 264.7 cells; note: % is set by controls: 0 for no effect and ±100 for the full control effect; nearly all actives have a fitted effect of over 55% in size
ELG1 genotox – inducers of genotoxicity in HEK293T ELG1-luciferase cells | HEK293T ELG1-luciferase reporter, luminescence, 16 h | Potency, µM (titrated, usually from 46 µM), inactives show at the top dose activity change, positive = activation, most hits filed as activators | 1.3% of 330,000 active | AID 504466; note: % of control where 0% means no effect; nearly all actives have a fitted effect of over 60% in size
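DMSO vehicle served as control against compound-treated ELG1-luciferase HEK293T cells; exposure lasted 16 hr at 37 °C and 5% CO2, followed by ONE-Glo luminescence detection after 30 min.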
p53 reactivation – restores transcriptional activity of mutant p53; H1299 p53-A138V BP100-luciferase reporter, luminescence, 24 h; Potency, µM (series often up to 92.2 µM), for inactives: at the highest dose activity change, positive = activation, actives largely listed as activators; 0.063% of 320,000 active; AID 504706; note: % of control where 0% means no effect; nearly all actives have a fitted effect of over 45% in size
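p53-null H1299 cells stably carrying temperature-sensitive p53-A138V and a BP100-luciferase reporter were pinned with compounds (4-point, 1:5 series) and held 24 hrs at 37 deg C. Luminescence was read 10 min after detection reagent.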
MBNL1-CUG inh – blocks human MBNL1 binding to CUG repeat RNA. Q9NR56. TR-FRET MBNL1-His/biotin-(CUG)12 binding, 665/545 ratio. Potency, µM (series often up to 57.5 µM), without a hit: at the highest dose activity change, negative = inhibition, hits mostly inhibitors. 0.036% of 280,000 active. AID 2675; active = well fitted inhibition curve with a large enough effect in the signal ratio, with a control signal flat, not every such curve was filed as active; inconclusive = small, poorly fitted or top-dose-only effect, or effect the other way, or a change in a side signal; inactive = no such curve, though single readings can be large or run the other way; the % refers to the signal ratio; note: % is set by controls: 0 for no effect and ±100 for the full control effect
Target sequence (Q9NR56 whole entry, looked up): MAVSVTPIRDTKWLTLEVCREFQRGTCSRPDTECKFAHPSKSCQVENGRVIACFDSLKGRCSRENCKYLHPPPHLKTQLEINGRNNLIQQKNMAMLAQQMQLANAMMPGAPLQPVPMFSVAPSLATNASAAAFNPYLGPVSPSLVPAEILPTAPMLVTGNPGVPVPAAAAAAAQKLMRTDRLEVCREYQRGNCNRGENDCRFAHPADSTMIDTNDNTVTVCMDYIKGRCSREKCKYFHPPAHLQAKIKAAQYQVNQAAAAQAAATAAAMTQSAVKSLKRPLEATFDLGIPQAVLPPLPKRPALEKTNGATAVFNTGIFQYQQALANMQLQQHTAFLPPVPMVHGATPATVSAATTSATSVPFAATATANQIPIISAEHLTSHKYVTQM
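Compound titration spanned 92 nM–58 uM against the MBNL1-His/biotin-(CUG)12 complex. After 60 min at room temperature with 5 nM streptavidin-XL665 and 0.055 ng/ul terbium anti-His, ratiometric 665/545 nm emission (Ex 340 nm) normalized to controls.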
VP16 counter – Gal4-VP16 reporter inhibition counter-screen; AID 2546; Drosophila S2 Gal4-VP16 UAS-luciferase, luminescence, 20 h; 3.5% of 310,000 active; Potency, µM (titrated, usually from 53.6 µM), without a hit: at the highest dose activity, negative = inhibition, most hits filed as inhibitors;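 note: Gal4-VP16 expression switched on by copper sulfate through the metallothionein promoter; % is set by controls: 0 for no effect and ±100 for the full control effect; nearly all actives have a fitted effect of over 50% in size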
FLuc counter – inhibits or activates purified firefly luciferase, miR-21 counter-screen; purified FLuc, Km substrates, luminescence inhibition; Potency, µM (doses to about 57.5 µM), for inactives: at the highest dose activity change, negative = inhibition, usual class: inhibitors; 6.9% of 360,000 active; AID 588342;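 note: plate controls were vehicle for no effect and reference inhibitor for full effect; nearly all actives have a fitted effect of over 55% in size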
Target sequence (P08659 whole entry, looked up): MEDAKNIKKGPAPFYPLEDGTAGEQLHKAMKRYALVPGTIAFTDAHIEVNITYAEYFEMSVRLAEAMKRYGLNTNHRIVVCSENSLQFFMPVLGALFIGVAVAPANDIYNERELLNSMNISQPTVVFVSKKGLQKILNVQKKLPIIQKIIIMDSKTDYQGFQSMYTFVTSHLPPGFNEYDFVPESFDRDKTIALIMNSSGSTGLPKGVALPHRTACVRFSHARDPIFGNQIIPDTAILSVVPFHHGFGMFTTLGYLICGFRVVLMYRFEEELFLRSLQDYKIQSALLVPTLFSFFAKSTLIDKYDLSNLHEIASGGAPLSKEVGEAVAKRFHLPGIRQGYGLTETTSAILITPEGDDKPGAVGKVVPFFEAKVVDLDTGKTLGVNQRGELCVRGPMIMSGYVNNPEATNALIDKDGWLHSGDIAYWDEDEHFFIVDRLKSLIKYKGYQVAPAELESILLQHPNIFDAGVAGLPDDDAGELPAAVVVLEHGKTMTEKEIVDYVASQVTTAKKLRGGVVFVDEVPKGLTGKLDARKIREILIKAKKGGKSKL
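Purified P. pyralis luciferase, 10 nM final, with Km-level 10 uM D-luciferin and 10 uM ATP in 50 mM Tris acetate pH 7.5, 10 mM Mg acetate, 0.01% Tween-20, 0.05% BSA; 6-point qHTS titration about 60 µM downward; luminescence read.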
Rab9 promoter act – activates the Rab9 promoter; Huh7 Rab9 promoter-luciferase reporter, luminescence, 24 h; Potency, µM (highest dose often 9.22 µM), inactives show at the highest dose activation, negative = inhibition, usual class: activators; 2.8% of 320,000 active; note: % of control where 0% means no effect; nearly all actives have a fitted effect of over 60% in size
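Using Huh7 cells stably transfected with Rab9 promoter–luciferase, compounds were incubated 24 h at 37 °C, 5% CO2; luciferase luminescence was read 10 min after reagent addition.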
RORgamma inh – blocks mouse ROR gamma transcriptional activity; P51450; Drosophila S2 Gal4-RORgamma UAS-luciferase reporter, 20 h; Potency, µM (titrated, usually from 53.6 µM), for inactives: top-dose activity change, negative = inhibition, usual class: inhibitors; 5.4% of 310,000 active; AID 2551; note: % is set by controls: 0 for no effect and ±100 for the full control effect; nearly all actives have a fitted effect of over 60% in size
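Compounds are pin-transferred onto Drosophila Schneider cells expressing a copper-inducible Gal4–ROR gamma transactivation domain fusion. After 1 hr, copper sulfate is added to 700 uM final; luciferase is read 20 hr later.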
NPC1 prom act – NPC1 promoter activation; Potency, µM (highest dose often 9.22 µM), for the others: at the highest dose activation, usual class: activators; 2.4% of 320,000 active; Huh7 NPC1 promoter luciferase reporter, 24 h;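 note: % of control where 0% means no effect; nearly all actives have a fitted effect of over 60% in size; reporter is driven by a mutant NPC1 promoter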
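Cells: Huh7 expressing luciferase under the NPC1 promoter, 1500/well. Seeded 2 h, compound added, incubated 24 h at 37 °C. Luciferase reagent, 10 min ambient, then luminescence.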
BRCA1 expr up – increases BRCA1 expression | MCF7-BRCA1-FFLuc reporter, luminescence, 48 h; response scale: scaled: vehicle 0%, 10 µM genistein 100% | Potency, µM (highest dose often 46.1 µM), for inactives: at the highest dose activation, actives largely listed as activators | 1.1% of 380,000 active | AID 624202; note: nearly all actives have a fitted effect of over 80% in size; some results filed as inactive show a strong effect at the top dose
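MCF7-BRCA1-FFLuc cells, 2000/well in phenol-red-free MEM, attached 2 h then treated 48 h at 37 C. Luciferase luminescence read 15 min after reagent; normalized to genistein maximum activation (10microM) and DMSO, concentration-response fitted.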
Starred values were filed as active, the others as inactive; ? = inconclusive; / = no result given; [ ] = another dose, or the depositor's remark. Unless noted, calls come from the whole dose curve; as a rule, active = well fitted curve in the direction sought with a large enough effect; inconclusive = small, poorly fitted or top-dose-only effect, or another doubt; inactive = no such curve, though single readings can be large; an effect the other way counts as inactive or inconclusive. Potency is the fitted concentration of half-maximal effect.

SMILES	uPA generation	ELG1 genotox	p53 reactivation	MBNL1-CUG inh	VP16 counter	FLuc counter	Rab9 promoter act	RORgamma inh	NPC1 prom act	BRCA1 expr up
CCOC(=O)N1CCN(C(=O)CCC(=O)c2ccc(OCC)cc2)CC1	4%	-2%	0%	-3%	13%	-5%	-4%	20%	-3%	-8%
Cc1nc(N2CCOCC2)c2c(C)c(C(=O)Nc3ccc(C(F)(F)F)cc3)sc2n1	0%	-9%	-7%	95%[activator]	?	3%	-10%	?	-11%	-81%
CN(C)/C=N/c1c(C#N)cnn1-c1ccccc1	4%	0%	-10%	6%	-3%	1%	-19%	13%	0%	23%
O=[N+]([O-])c1cccc(-c2nc(-c3ccccc3)c(-c3cccs3)[nH]2)c1	16%	-2%	-4%	3%	-20%	0%	-1%	-7%	-1%	-22%
Cn1c(=O)n(C)c2cc(S(=O)(=O)Nc3ccccc3)ccc21	-6%	5%	-4%	-3%	4%	2%	-2%	74%	-5%	-39%
O=C(CCl)N(c1ccccc1)c1c[nH]c2ccccc12	-11%	7%	-30%[inhibitor]	-5%	?	0%	-54%[inhibitor]	14µM*	-36%[inhibitor]	-94%[inhibitor]
Cc1[nH]c(=O)[nH]c(=O)c1/C=N/NC(=O)[C@H](C)NC(=O)OC(C)(C)C	6%	1%	2%	6%	-6%	0%	-3%	-32%	-1%	-12%
CCNc1nc(OCCNC(C)=O)nc(N(C)C)n1	-8%	3%	-4%	0%	-12%	5%	4%	-1%	1%	-1%
COc1ccc(NC(=O)CSc2nnc(COc3ccccc3)n2Cc2ccco2)cc1OC	2%	-8%	-3%	4%	11µM*	-3%	-7%	-40%	3%	-13%
CC(C)(C)C(=O)Nc1cccc(OC(F)(F)C(F)Cl)c1 (stereo unspecified)	2%	2%	13%	-6%	7%	-11%	-3%	?	2%	39%
CCOc1ccc(CN(C)Cc2cc(=O)oc3cc(C)c(Cl)cc23)cc1	1%	-2%	1%	1%	4%	1%	8%	?	2%	-29%
CCOC(=O)C1=C(CS(=O)(=O)c2ccc(C)cc2)NC(=O)NC1c1ccc(O)c(OC)c1 (stereo unspecified)	-4%	-1%	-5%	-9%	2%	7%	-1%	-1%	-3%	0%
O=C1c2ccccc2NC2(CCCCC2)N1N=C1CCCCC1	20%	-1%	-8%	-20%	0%	-2%	-4%	17%	1%	-6%
CCSc1nc2ccccc2n1S(=O)(=O)c1ccccc1	3%	4%	3%	-9%	-6%	-4%	-1%	20%	5%	24%
Cn1cnc([N+](=O)[O-])c1Sc1nnc(-c2cccnc2)n1C	?	?	-22%	?	?	-2%	-13%	?	-2%	3%
CCN(CC)CCNC(=O)c1ccc(NC(=O)c2ccc(F)cc2F)cc1	3%	-6%	2%	/	-4%	-3%	-3%	-25%	8%	-7%
O=C(O)C1OC(Oc2c(-c3ccc(O)c(O)c3)oc3cc(O)cc(O)c3c2=O)C(O)C(O)C1O (stereo unspecified)	?	-1%	2%	?	4%	1%	-4%	2%	-4%	-8%
CCOc1ccc(C(=O)c2cc([N+](=O)[O-])ccc2N2CCOCC2)cc1	-14%	17%	22%	24%[11.5 µM]	-7%	3%	-29%	7%	-17%	-59%
Clc1ccc(-c2cc(CN3CCCCC3)no2)cc1Cl	-8%	10%	21%	-13%	-4%	19µM*	23%	7%	22%	98%
COCCCNC(=O)C[C@H]1C[C@H](C(=O)N2CCCCC2)[C@@]2(C)c3[nH]c4cc(-c5ccco5)ccc4c3CCN2C1=O	21%	-4%	-11%	/	/	/	/	/	/	-27%
O=C1CSCN1c1cc(Cl)ccc1Cl	2%	-2%	-2%	-8%	-6%[10 µM]	4%	-9%[1.84 µM]	-8%	1%	8%
O=C(Nc1ccccc1)OCCCCCOC(=O)Nc1ccccc1	7%	-3%	?	-6%	-9%	-1%	-2%	-1%	-7%	2%
COCC(C)n1c(C)cc(C(=O)COC(=O)/C=C/c2cccc(F)c2)c1C (stereo unspecified)	/	-11%	0%	2%	-18%	-14%	-1%	10%	-1%	-13%
CCC(CC)C(=O)Nc1cccc(C(=O)Nc2nccs2)c1	1%	-7%	-18%	3%	0%	0%	-2%	-37%	-4%	-1%[1.84 µM]
COc1ccc(C(=O)CC(SCC(NC(C)=O)C(=O)O)c2ccc(Cl)cc2)cc1OC (stereo unspecified)	7%	7%	-14%	-1%	19%	-3%	-3%[1.84 µM]	?	-6%	-43%
CCn1ncc(S(=O)(=O)NCc2ccccc2Cl)c1C	-2%	-4%	/	1%	/	-1%	1%	/	2%	-5%
C=CCNC(=O)/C(C#N)=C/c1c(N(Cc2ccccc2)Cc2ccccc2)nc2ccccn2c1=O	-7%	-4%	-21%	30%[activator]	-16%	1%	-8%	38%	-4%	-71%
Cc1cc(C(=O)CSc2nnc(-c3ccc(F)cc3)o2)c(C)n1CC1COc2ccccc2O1 (stereo unspecified)	2%	1%	-9%	2%	-11%	1%	-2%	-29%	1%	-20%
Cc1ccc(S(=O)(=O)NCCC(=O)Nc2cc(F)ccc2C)cc1C	0%	1%	-2%	-2%	5%	1%	2%	2%	-2%	-10%
COC(=O)c1c(NC(=O)c2ccco2)sc2c1CCN(C(C)=O)C2	-6%	6%	-5%	5%	0%	-6%	7%	-22%	-2%	-53%

Sorted by value in Rab9 promoter act (lowest first): some entries from above
compound | Rab9 promoter act
CCC(CC)C(=O)Nc1cccc(C(=O)Nc2nccs2)c1 | -2%
COCC(C)n1c(C)cc(C(=O)COC(=O)/C=C/c2cccc(F)c2)c1C (stereo unspecified) | -1%
COC(=O)c1c(NC(=O)c2ccco2)sc2c1CCN(C(C)=O)C2 | 7%

(next part)
SMILES	uPA generation	ELG1 genotox	p53 reactivation	MBNL1-CUG inh	VP16 counter	FLuc counter	Rab9 promoter act	RORgamma inh	NPC1 prom act	BRCA1 expr up
CCCNC(=O)c1nc2ncc(Br)cn2n1	0%	3%	7%	0%	-1%	3%	-3%	?	-2%	1%
CN(C)S(=O)(=O)c1cccc(NC(=O)CCSc2ccc(Cl)cc2)c1	-8%	-2%	7%	/	-12%	-2%	-5%	?	0%	-33%
c1ccc2c(c1)nc(Nc1ccc3c(c1)OCO3)c1nnnn12	-5%	?	13%	12%	/	?	22%	-29%[0.365 µM]	?	-20%
CC(=O)Nc1ccc(S(=O)(=O)N2CCN(C(=O)c3ncoc3-c3ccccc3C)CC2)cc1	1%	-3%	0%	-1%	-11%	1%	-2%	-2%	1%	5%
CN(C)c1oc(-c2ccccc2Cl)nc1C#N	-5%	?	-5%	0%	4%	-15%	-1%	-12%	-2%	14%
Cc1cc(C)n(Cc2cccc(C(=O)N/N=C/c3ccncc3)c2)n1	6%	1%	9%	?	8%	-13%	1%	17%	-5%	1%
Cc1cccn2c(=O)c3cc(C#N)c(=NC(=O)c4ccco4)n(Cc4ccco4)c3nc12	4%	-4%	-3%	?	-3%	2%	4%	9%	-4%	-10%
Cc1cccc2c(-c3ccccc3)cc(=O)[nH]c12	-5%	0%	-3%	-6%	-7%	0%	-4%	10%	-8%	0%
Cc1cc(-c2nsc(=O)o2)c(S(C)(=O)=O)s1	4%	-1%	9%	-6%	1%	?	-3%	-4%	1%	-2%[1.84 µM]
COc1ccc(OCC(NS(=O)(=O)c2ccc(-n3cnnn3)cc2)C(C)C)cc1 (stereo unspecified)	-1%	-5%	3%	-13%	7%	2%	-4%	10%	1%	-7%
COc1cc(/C=N/NC(=O)CCOc2ccccc2C)cc(Br)c1O	3%	-4%	-4%	4%	?	-16%	-2%	?	-8%	-30%
COc1cc(NC(=O)C(=O)NCCN(C)C)c(OC)cc1Cl	-1%	0%	1%	-1%	7%	-17%	-2%	-15%	0%	4%
COc1ccccc1-c1c(C(F)(F)F)oc2cc(OC(=O)c3cccc([N+](=O)[O-])c3C)ccc2c1=O	/	-5%	-3%	-1%	-11%	2%	0%	?	0%	-1%
CC1(C)CC(=O)C(C=NCCN2CCN(C3CC(=O)N(c4ccc(F)cc4)C3=O)CC2)=C(O)C1 (stereo unspecified)	-1%	-3%	-1%	-9%	-13%	1%	1%	-8%	-1%	0%
O=C(CSc1nnc2ccccn12)NNC(=O)c1ccccc1	10%	2%	-2%	7%	-15%	-2%	0%	-10%	-7%	1%
O=C(NC(=S)NCc1cccnc1)c1ccccc1	-1%	3%	-6%	?	9%	3%	-1%	-33%	-6%	-14%
CCC1Oc2ccccc2C(=O)N(CC(=O)c2ccc3c(c2)OCCO3)C1=O (stereo unspecified)	0%	?	?	3%	5%	4.8µM*	?	29%	?	?
Cc1cccc(C(=O)OCC(=O)NC(=O)Cc2ccccc2)c1O	0%	0%	1%	-1%	-22%	-1%	7%	-15%	3%	-1%
CC1=Nc2cc(C(=O)O)ccc2Sc2ccc(C)cc21	-1%	5%	-2%	-5%	5%	?	-11%	31%	0%	-11%
Cc1ccc(S(=O)(=O)N2CCCCC2)cc1NC(=O)CSc1nnc(C2CC2)n1N	2%	1%	-6%	/	/	/	/	/	/	0%
COc1ccc(C)cc1NC(=O)CCC(=O)Nc1ccc2nc(N3CCN(C)CC3)cc(C)c2c1	/	-9%	?	-6%	-14%	-12%	1%[1.84 µM]	5%	-3%	-8%
CC(Oc1ccc(C(=O)NCCc2ccccc2)cc1)C(=O)O (stereo unspecified)	/	2%	-1%	-5%	2%	-19%	1%	11%	8%	4%
COc1ccc(NS(=O)(=O)c2ccc(Cl)c(NC(=O)c3ccccc3F)c2)cc1	-3%	-2%	13%	/	/	/	/	/	/	-66%

Compound activity (PubChem BioAssay)
